# High-throughput results deposited in PubChem by National Center for Advancing Translational Sciences (NCATS).
# KAT2A inh = GCN5L2 (KAT2A) acetyltransferase inhibition | GCN5L2 HAT assay, ThioGlo1 CoA-SH fluorescence | Q92830 | Potency, µM (titrated, usually from 58.9 µM), inactives show at the top dose activity change, negative = inhibition, hits mostly inhibitors | AID 504327 | hit rate 0.21% among 390,000
#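 Enzyme at 20nM final was mixed with library compounds for 15 min at room temperature. Peptide H3(1-25) at 75uM, acetyl-CoA at 70uM and ThioGlo1 at 50uM were then added. Plates were read immediately and after 20 min (Ex340nm/Em540nm).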
# DT40 TDP1 no CPT = qHTS for Inhibitors of human tyrosyl-DNA phosphodiesterase 1 (TDP1): qHTS in cells in absence of CPT; hit rate 15% among 420,000; Potency, µM (titrated, usually from 46.2 µM), inactives show top-dose activity change, negative = growth inhibition, actives largely listed as inhibitors; DT40 Tdp1-/- hTDP1 cells, no CPT, ATP luminescence, 48 h; note: nearly all actives have a fitted effect of over 55% in size
#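 Growth kinetics read by CellTiter-Glo luminescence after ≥48 hr at 37 °C. Cells: DT40 Tdp1-/- stably carrying human TDP1, 400 per well, compound exposure in the absence of CPT (DMSO vehicle).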
# TDP1 block = blocks human tyrosyl-DNA phosphodiesterase 1; Potency, µM (doses to about 130 µM), for the others: at the highest dose activity change, negative = inhibition, usual class: inhibitors; hit rate 0.28% among 350,000; Q9NUW8; AID 485290; recombinant TDP1, AlphaScreen DNA substrate cleavage; note: nearly all actives have a fitted effect of over 40% in size
# Target sequence (Q9NUW8 whole entry, looked up): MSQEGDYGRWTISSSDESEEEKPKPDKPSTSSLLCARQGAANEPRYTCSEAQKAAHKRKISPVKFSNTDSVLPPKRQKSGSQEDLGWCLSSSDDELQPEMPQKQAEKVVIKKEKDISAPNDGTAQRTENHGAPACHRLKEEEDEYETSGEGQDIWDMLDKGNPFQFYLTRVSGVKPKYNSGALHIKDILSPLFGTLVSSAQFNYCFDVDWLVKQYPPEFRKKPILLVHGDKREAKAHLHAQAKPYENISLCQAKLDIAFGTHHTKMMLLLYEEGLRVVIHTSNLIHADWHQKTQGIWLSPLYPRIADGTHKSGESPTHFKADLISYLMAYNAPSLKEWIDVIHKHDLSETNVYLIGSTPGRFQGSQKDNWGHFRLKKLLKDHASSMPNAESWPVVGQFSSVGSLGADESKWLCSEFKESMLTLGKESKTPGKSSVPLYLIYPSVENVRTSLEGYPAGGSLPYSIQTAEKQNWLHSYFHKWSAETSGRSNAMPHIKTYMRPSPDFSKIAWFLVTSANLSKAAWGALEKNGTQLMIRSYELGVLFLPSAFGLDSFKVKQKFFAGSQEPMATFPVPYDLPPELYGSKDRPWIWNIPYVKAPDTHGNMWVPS
#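 Recombinant human Tdp1 (E. coli-expressed, 1 nM final) preincubated with compounds 15 min at room temperature, then 5'-biotin/3'-phosphotyrosine-FITC DNA substrate (15 nM final) added for 5 min. AlphaScreen beads (10 ug/ml final) added 10 min; cleavage lowers signal.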
# * = called active by the depositor; ? = inconclusive; . = not tested or not shown; & = joins results of further samples; [ ] = another dose, or the depositor's remark. Calls come from the whole dose curve; as a rule, active = well fitted curve in the direction sought with a large enough effect; inconclusive = small, poorly fitted or top-dose-only effect, or another doubt; inactive = no such curve, though single readings can be large; an effect the other way counts as inactive or inconclusive. % is set by controls: 0 for no effect and ±100 for the full control effect; potency is the fitted concentration of half-maximal effect. Some of the compounds tested; count on the stated rates, not on these rows.
SMILES,KAT2A inh,DT40 TDP1 no CPT,TDP1 block
Cc1ccc(C(=O)C2=C(O)C(=O)N(Cc3cccnc3)C2c2cccc([N+](=O)[O-])c2)o1 (stereo unspecified),-5%,8%,5%
Cc1ccc(S(=O)(=O)Oc2ccc(/C=C(/NC(=O)c3ccccc3)C(=O)NCCCC(=O)O)cc2)cc1,-11%,3%,-6%
CC(=O)N1CCC2(CCN(Cc3cc(C(F)(F)F)cc(C(F)(F)F)c3)CC2)CC1,-6%,?,.
COc1ccc(N(CC(=O)N2CCC(C)CC2)S(=O)(=O)c2c(C)nn(C)c2C)cc1,-6%,-20%,5%
N/C(CSc1ccc(Cl)cc1)=N\S(=O)(=O)c1ccc(Cl)cc1,-7%,-19%,0%
Cc1ccc(N(CC(=O)NCc2ccccc2)C(=O)CCC(=O)Nc2ccccn2)c(C)c1,-6%,?,1%
Cc1ccc2cn[nH]c2c1N,-9%,-10%,8%
CCOC(=O)CSc1nnc(NC(=O)CN2CCCCC2)s1,-6%,?,.
COc1ccc(CCNC(=O)Cn2c(=O)n(-c3ccc(F)cc3F)c(=O)c3sccc32)cc1OC,0%,?,2%
Cc1ccc(-c2nnn(CCC(=O)NC3CCCC3)n2)cc1,-10%,-17%,6%
CC(=O)CC(C)(C)n1nnc(-c2ccccc2)n1,-3%,-5%,0%
O=c1ccc2cc(S(=O)(=O)Nc3ccc(F)cc3)ccc2o1,-17%,?,3%
NC(=O)c1ccsc1NC(=O)COC(=O)Cc1c[nH]c2ccccc12,0%,16µM*,-5%
O=C(CSc1nc(-c2cccs2)cc(C(F)(F)F)n1)NCc1ccco1,.,?,3%
OCC[C@@H]1C[C@H](O)[C@@H](O)[C@]2(CCc3ccccc3CO2)O1,2%,-10%,.
CN(C)NC(=O)c1ccsc1NC(=O)c1ccc(S(=O)(=O)N2CCCC2)cc1,-12%,?,1%
COc1ccc2c(c1)c1c(c(=O)n(CCc3ccccc3)c(=O)n1Cc1ccc(F)cc1)n2C,0%,-12%,3%
CC(C)(C)c1ccccc1OCCCCCNCCO,-22%,?,-3%
CC(=O)c1ccc(N2CCN(c3ncnc4onc(-c5ccc(Cl)cc5)c34)CC2)cc1,-3%,16µM*,1%
Cn1c(/C(C#N)=C/c2ccc(C(F)(F)F)cc2)nc2ccccc21,-1%,13µM*,0%[12.3 µM]
CCCCN(CC)CCCNC(=O)Cn1nc(Cc2cccnc2)c2ccccc2c1=O,.,0%,1%
CCCc1nnc(NC(=O)c2nc(SCC)ncc2Cl)s1,-1%,-4%,-1%
CCOC(=O)C1CCN(S(=O)(=O)c2ccc3c(ccn3C)c2)CC1,-4%,3%,3%
Cc1ccc(S(=O)(=O)NCc2ccco2)c(C)c1C,1%,?,-2%

# Overlap with the part before: 4 compounds; new compounds follow.
SMILES,KAT2A inh,DT40 TDP1 no CPT,TDP1 block
CCCCN(CC)CCCNC(=O)Cn1nc(Cc2cccnc2)c2ccccc2c1=O,.,0%,1%
CCCc1nnc(NC(=O)c2nc(SCC)ncc2Cl)s1,-1%,-4%,-1%
CCOC(=O)C1CCN(S(=O)(=O)c2ccc3c(ccn3C)c2)CC1,-4%,3%,3%
Cc1ccc(S(=O)(=O)NCc2ccco2)c(C)c1C,1%,?,-2%
COc1cc(O)c2c(=O)c(-c3ccc(O[C@@H]4O[C@H](CO)[C@@H](O)[C@H](O)[C@H]4O)cc3)coc2c1,4%,-8%,.
O=C(CCCCn1c(=O)[nH]c2ccccc2c1=O)NCCc1c[nH]c2ccccc12,0%,-21%,5%
CSCCC(NC(=O)COc1ccccc1)C(=O)OCCOc1ccc(Br)cc1 (stereo unspecified),-19%,-14%,.
O=c1c2ccccc2nnn1CCO,-3%,0%,.
CCCCCCCCCCCCCCCC[n+]1cccc(C(=O)N(CC)CC)c1,0%,2.6µM*,-5%
COc1cc(/C=N/NC(=O)C[n+]2ccccc2)cc(OC)c1OC(C)=O,-3%,1%,7%
CC(C)CN(CC(C)C)c1nnc(NC(=O)Cn2c(=O)oc3ccccc32)s1,-3%,?,4%
CCC(=O)Nc1cnc(NC(=O)c2cccc(F)c2)cc1C,-4%,-20%,-2%
CCc1ccc(C2=CSC3=NCCN23)cc1,-2%,?,.
Cn1c(Cc2cccc3ccccc23)nnc1SCC(=O)N1CCN(c2cccc(Cl)c2)CC1,-8%,23µM*,4%
CC1CN(C(=O)c2cc(-c3ccncc3)nc3ccccc23)CC(C)O1 (stereo unspecified),-7%,0%,0%
O=C(CNC(=O)Cc1ccccc1)NCC(=O)OCC(=O)c1ccc(F)cc1,-7%,-2%,3%

# Next section, overlapping the part above by 2 compounds.
SMILES,KAT2A inh,DT40 TDP1 no CPT,TDP1 block
CC1CN(C(=O)c2cc(-c3ccncc3)nc3ccccc23)CC(C)O1 (stereo unspecified),-7%,0%,0%
O=C(CNC(=O)Cc1ccccc1)NCC(=O)OCC(=O)c1ccc(F)cc1,-7%,-2%,3%
COC(=O)c1ccc(OC)c(Cn2c(=O)n(Cc3ccccc3)c(=O)c3c2c2cc(OC)ccc2n3C)c1,-2%,13%,-3%
Cc1ccc(C)c(N2CCN(S(=O)(=O)c3cn(C)cn3)CC2)c1,3%,-12%,0%
Cc1ccc(Nc2nc(C)cc(C)n2)c(Br)c1,-5%,-15%,-5%
O=C(O)C1CCN(S(=O)(=O)N2CCOCC2)CC1,-3%,1%,-1%
Cc1ccc(C(C)NC(=O)c2cc3cc(Br)ccc3oc2=N)cc1 (stereo unspecified),-7%,21µM*,2%
CC1=NS(=O)(=O)c2cc(Cl)ccc2N1,?,?,-1%
COc1ccc(OCC(=O)O/N=C(\N)c2ccc(OC)c(OC)c2)cc1,1%,-30%,-9%
CC(C)=C[C@@H]1C[C@H](C)[C@H]2CC[C@H](C)c3c(O[C@@H]4O[C@@H](C)[C@@H](O)[C@@H](O)[C@@H]4O)c(O)c(C)c1c32,-10%,?,8%
O=C(Nc1nnc(-c2ccc3c(c2)CCCC3)o1)c1ccc(Cl)cc1Cl,-23%,?,12%
CCCNC(=O)c1c2c(nc3ccccc13)C(=O)N(C1CCCCC1)C2,-6%,-21%,2%
CC(=O)c1ccc(NC(=O)CSc2ccc(-c3cccs3)nn2)cc1,-18%,-26%,5%
C=CCn1c(SCC(=O)NC2(C)CCS(=O)(=O)C2)nc2ccccc21 (stereo unspecified),-1%,1%,3%
CCN(CC)CCCNC(=O)C1CCN(S(C)(=O)=O)CC1,-8%,-17%,5%
Cc1ccc(-n2ncc3c(NCc4ccccn4)ncnc32)c(C)c1,2%,-24%,1%
C=CC[C@@H](CC(=O)N[C@H](CO)Cc1ccccc1)C(=O)N[C@@H](COC(=O)[C@H](CC=C)CC(=O)OC(C)(C)C)Cc1ccccc1,1%,23µM*,0%
CCOC(=O)N1CCN(C(=O)C2CCC(=O)N(Cc3ccc(Cl)cc3)C2)CC1 (stereo unspecified),-1%,-3%,3%
CC(C)(C)OC(=O)N1CCC2(CC1)Oc1ccc(F)cc1C(=O)C21CC(c2cccnc2)=NO1 (stereo unspecified),17%,-25%,2%
Cc1ccc(CCNC(=O)C23CN(Cc4ccccc4)CC2C(c2cccc([N+](=O)[O-])c2)=NO3)cc1 (stereo unspecified),-3%,?,8%
O=C(Nc1ccc(S(=O)(=O)N2CCCCC2)cc1)C1CC1,0%,?,10%
CCN(CC)c1ccc([C@H]2[C@@H]3CCCC[C@]3(O)CCN2CC(=O)NCc2ccco2)cc1,-1%,?,4%
O=C(C1CCCO1)N1CCN(C(=S)Nc2cccc(Cl)c2)CC1 (stereo unspecified),-1%,-22%,5%
COc1ccc(C(=O)NCC(=O)N/N=C/c2ccc(C)o2)cc1OC,-7%,12%,1%
COc1ccc(OCc2cc(C(=O)NC(C)Cc3ccccn3)no2)c(Cl)c1 (stereo unspecified),-15%,?,2%
CC(C)(C)NC(=O)NC(=O)CN1CCN(c2ccccc2)CC1,-3%,1%,5%
CCCN=C(N)/C(C(=O)OCC)=C(\O)c1ccc(OC)cc1,-6%,-9%,9%
Cn1c(=O)c2c(nc(N3CCN(C(=O)c4ccco4)CC3)n2CCSc2ncccn2)n(C)c1=O,-7%,?,0%
CCCN1CNc2c(c(=O)[nH]c(=S)n2-c2ccccc2Cl)C1,-1%,-4%,5%
O=C(NCC(c1ccco1)S(=O)(=O)c1ccc(Cl)cc1)c1ccccc1F (stereo unspecified),-17%,16µM*,-3%
COc1ccc(CCNC(=O)c2nonc2N)cc1OC,1%,4%,-3%
Cc1c(/C=N\NC(=O)c2cccc(F)c2)cnn1C,-7%,5%,5%
NC(=O)CC(NC(=O)Cc1ccc(Cl)cc1)c1ccc(NC2CCCCC2)c([N+](=O)[O-])c1 (stereo unspecified),-6%,?,4%
O=C(Nc1ccc(F)cc1F)C1(c2cccs2)CCOCC1,-15%,5%,0%
CCc1nn(CCCC(=O)Nc2ccc(C)c(C)c2)c(=O)c2cc3occc3n12,-2%,?,6%
COC(=O)c1sc(NC(C)=O)c(C(=O)OC)c1C,-2%,-1%,5%
COc1ccc2[nH]c3c(NCCCN4CCCC4=O)ncnc3c2c1,-24%,4%,1%
COc1ccc(N(C)C(=O)c2ccc3c(c2)nnn3C)cc1,-4%,0%,7%

# Only DT40 TDP1 no CPT (2 entries from above):
mol	DT40 TDP1 no CPT
CCCN1CNc2c(c(=O)[nH]c(=S)n2-c2ccccc2Cl)C1	-4%
CCc1nn(CCCC(=O)Nc2ccc(C)c(C)c2)c(=O)c2cc3occc3n12	?

# Further results follow:
SMILES,KAT2A inh,DT40 TDP1 no CPT,TDP1 block
Cc1cc(NC(=O)c2cc(-c3ccco3)on2)nn1Cc1ccc(Cl)cc1,-11%,26µM*,9%
CCCC[C@@H]1CNC(=O)C(=O)N1CCCc1cc(OC)c(OC)c(OC)c1,-12%,-3%,1%
Cc1onc(-c2ccccc2)c1C(=O)N1CCN(CCc2ccccc2)CC1,1%,?,4%
Cc1c(C(=O)NCc2ccc(N(C)C)cc2)oc2c1-c1nn(Cc3cccc(Cl)c3)cc1CC2,-12%,?,3%
CC(=O)c1c(C)[n+]([O-])c2ccc3c(non3O)c12,-2%,-1%,0%
Cc1ccc(N2CCCn3c2nc2c3c(=O)n(CC(=O)OCc3ccccc3)c(=O)n2C)cc1C,-5%,.,-2%
O=C(NCC(=O)N1CCC2(CC1)NCCc1[nH]cnc12)c1ccccc1F,-15%,22%,3%
NCC(=O)CCC(=O)O,-2%&-10%,-3%&-14%,-6%[56.1 µM]
O=C(CCSc1ccc(F)cc1)NNC(=O)c1ccc([N+](=O)[O-])cc1,-9%,4%,2%
COc1ccc(CC(=O)Nc2ccc(S(=O)(=O)N3CCC(C)CC3)cc2)c(OC)c1,-2%,8.2µM*,-2%
COc1cccc(COC(=O)c2c(C)nn(-c3ccccc3)c2Cl)c1OC,-3%,?,4%
CCc1cc(=O)oc2cc(OCC(=O)NCC3CCC(C(=O)O)CC3)ccc12 (stereo unspecified),2%,16%,.

# Fetched by compound from the list above:
SMILES,KAT2A inh,DT40 TDP1 no CPT,TDP1 block
Cc1c(C(=O)NCc2ccc(N(C)C)cc2)oc2c1-c1nn(Cc3cccc(Cl)c3)cc1CC2,-12%,?,3%
COc1ccc(CC(=O)Nc2ccc(S(=O)(=O)N3CCC(C)CC3)cc2)c(OC)c1,-2%,8.2µM*,-2%
NCC(=O)CCC(=O)O,-2%&-10%,-3%&-14%,-6%[56.1 µM]
O=C(CCSc1ccc(F)cc1)NNC(=O)c1ccc([N+](=O)[O-])cc1,-9%,4%,2%

# Continuation:
SMILES,KAT2A inh,DT40 TDP1 no CPT,TDP1 block
Cc1nnc2n(C3CCCCC3)c(=O)c3c4c(sc3n12)CCC4,-2%,.,1%
Fc1ccccc1-c1nc(NCCCN2CCOCC2)c2ccccc2n1,-3%,?,-3%
Cc1ccc(S(=O)(=O)c2ccc(Cl)cc2)cc1S(=O)(=O)N1CCN(C)CC1,-13%,?,0%
Cc1ccc(CNC(=O)CC2C(=O)Nc3c2c(=O)n(C)c(=O)n3Cc2ccccc2)cc1 (stereo unspecified),-2%,-6%,0%
O=C(NCc1ccco1)C1CCN(Cc2ccc(F)cc2)CC1,-4%,?,0%
CCCCCNC(=O)CCCCCn1c(=O)[nH]c2ccsc2c1=O,-5%,-4%,9%
